Polio RdRp inh = poliovirus RNA polymerase inhibition | P03300 | poliovirus polymerase elongation, fluorescence polarization; active compounds read low | % elongation, % (compound at 16.7 µg/mL) | actives 0.66% (n = 150,000) | AID 588519; in the data active means % elongation below about 90%; further: some results filed as inactive read as strong as hits
Target sequence (P03300 1749-2209 limits assumed): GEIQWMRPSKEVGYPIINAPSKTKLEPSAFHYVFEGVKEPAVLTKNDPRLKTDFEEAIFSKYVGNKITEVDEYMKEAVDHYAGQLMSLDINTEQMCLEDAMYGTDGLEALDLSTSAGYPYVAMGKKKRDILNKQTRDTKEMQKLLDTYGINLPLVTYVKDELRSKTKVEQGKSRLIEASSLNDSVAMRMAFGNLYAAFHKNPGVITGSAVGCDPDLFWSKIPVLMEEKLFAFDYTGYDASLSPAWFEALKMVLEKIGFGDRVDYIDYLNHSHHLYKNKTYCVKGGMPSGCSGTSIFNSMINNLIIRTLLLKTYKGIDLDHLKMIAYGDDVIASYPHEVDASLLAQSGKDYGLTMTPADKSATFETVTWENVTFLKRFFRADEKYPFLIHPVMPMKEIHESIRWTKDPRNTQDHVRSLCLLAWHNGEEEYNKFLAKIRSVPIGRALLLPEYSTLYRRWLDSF
Polio RdRp inh FP z-score = second read-out of Polio RdRp inh, no call of its own (marks repeat the call); z-score; measured here: FP z-score; hits read low
An asterisk follows results filed as active.

SMILES | Polio RdRp inh | Polio RdRp inh FP z-score
CC1Cc2ccccc2N1C(=O)CC(C#N)(C#N)CC(=O)N1c2ccccc2CC1C (centres undefined) | 100 | -0.1
COc1ccc(C2=NOC(C(=O)N(C)Cc3ccccc3)C2)cc1 (centres undefined) | 101 | 0.1
O=C(/C=C/c1ccc(S(=O)(=O)N2CCCCCC2)cc1)N1CCN(C2CCS(=O)(=O)C2)CC1 (centres undefined) | 99 | -0.3
COc1ccccc1CNc1ccccc1C(=O)N1CCOCC1 | 101 | -0.1
CN(C)S(=O)(=O)c1cccc(C(=O)NCC2COc3ccccc3O2)c1 (centres undefined) | 103 | 0.1
CC(C)(C)c1ccc(/C(N)=N/O)cc1 | 102 | -0.3
COc1ccc(OC(=O)c2nc(SCc3ccccc3C)ncc2Cl)cc1 | 109 | 0.3
c1ccc(OCc2ccc(CCCN3CCOCC3)cc2)cc1 | 105 | 1.3
O=C(NCCSc1c(-c2ccc(Br)cc2)[nH]c2ccccc12)c1ccncc1 | 99 | -0.1
Cc1ccc(C(=O)N/C(N)=N/c2nc3ccccc3o2)cc1 | 100 | -0.1
COc1cc(NC(C)=O)c(C(=O)c2nccc3cc(OC)c(OC)cc23)cc1OC | 103 | 0.7
CN1/C(=C\C(=O)CSc2nncs2)C(C)(C)c2ccccc21 | 108 | 1

Individual results from the results shown:
Polio RdRp inh FP z-score, `COc1cc(NC(C)=O)c(C(=O)c2nccc3cc(OC)c(OC)cc23)cc1OC` → 0.7
Polio RdRp inh FP z-score, `CN(C)S(=O)(=O)c1cccc(C(=O)NCC2COc3ccccc3O2)c1` (centres undefined) → 0.1
Polio RdRp inh, `COc1ccccc1CNc1ccccc1C(=O)N1CCOCC1` → 101
Polio RdRp inh FP z-score, `Cc1ccc(C(=O)N/C(N)=N/c2nc3ccccc3o2)cc1` → -0.1
Polio RdRp inh FP z-score, `O=C(NCCSc1c(-c2ccc(Br)cc2)[nH]c2ccccc12)c1ccncc1` → -0.1
Polio RdRp inh FP z-score, `c1ccc(OCc2ccc(CCCN3CCOCC3)cc2)cc1` → 1.3
Polio RdRp inh FP z-score, `COc1ccc(OC(=O)c2nc(SCc3ccccc3C)ncc2Cl)cc1` → 0.3

The listing picks up, repeating the 6 entries before the break.
SMILES | Polio RdRp inh | Polio RdRp inh FP z-score
COc1ccc(OC(=O)c2nc(SCc3ccccc3C)ncc2Cl)cc1 | 109 | 0.3
c1ccc(OCc2ccc(CCCN3CCOCC3)cc2)cc1 | 105 | 1.3
O=C(NCCSc1c(-c2ccc(Br)cc2)[nH]c2ccccc12)c1ccncc1 | 99 | -0.1
Cc1ccc(C(=O)N/C(N)=N/c2nc3ccccc3o2)cc1 | 100 | -0.1
COc1cc(NC(C)=O)c(C(=O)c2nccc3cc(OC)c(OC)cc23)cc1OC | 103 | 0.7
CN1/C(=C\C(=O)CSc2nncs2)C(C)(C)c2ccccc21 | 108 | 1
O=C(CSc1ncnc2c1nnn2Cc1ccc(F)cc1)OCc1ccccc1 | 102 | -0.3
N#Cc1c(Cl)cccc1-n1ccnc1 | 102 | 0.2
Cc1cccc(C)c1NC(=O)CN1c2ccccc2CC1C (centres undefined) | 100 | -0.5
CCn1c(SCC(=O)Nc2ccc3[nH]c(=O)[nH]c3c2)nnc1-c1cccs1 | 106 | 0.5
COc1cc2c(cc1OC)C(C)N(C(=O)c1ccco1)CC2 (centres undefined) | 97 | -1.1
c1cc2cn[nH]c2cc1NC1CCCCCC1 | 98 | -0.6
CCCCn1c(C(O)c2ccccc2)nc2ccccc21 (centres undefined) | 105 | 0.5
COc1ccc(CCNC(=O)C(=O)NCC(c2ccco2)S(=O)(=O)c2ccccc2)cc1OC (centres undefined) | 111 | 0.9
CCc1ccc(-n2c(=O)c3cccnc3n2CC(=O)Nc2cc(OC)ccc2OC)cc1 | 114 | 0.5
CCOC(=O)CC(NC(=O)CCc1c(C)nc2c(c(C)nn2-c2ccc(C)c(C)c2)c1C)c1ccc(C)cc1 (centres undefined) | 104 | -0.8
CCCc1noc2c1/C(=N\O)CC(CC(C)SCC)C2 (centres undefined) | 99 | -0.1
CC1=NN(c2nc3ccccc3s2)C(=O)C1 | 106 | 0.3
CCOC(=O)c1c(C)oc2nc(C)nc(NCC3CCN(Cc4cc(C)ccc4C)CC3)c12 | 103 | -0.6
Cn1c(=O)[nH]c(=O)c2[nH]c(N(CCO)CCO)nc21 | 103 | 0.2
O=C(Nc1ccc(N2CCCC2)cc1)c1ccccc1Cl | 99 | -0.2
O=C(O)c1cccn2c(=O)c3ccccc3nc12 | 102 | -0.1
Cc1ccc(OCC(=O)NCC2(N(C)C)CCCCC2)cc1C | 100 | -1.7
CC12CCC(C(=O)Nc3cccnc3)(OC1=O)C2(C)C (centres undefined) | 102 | 0.1
Cc1ccc(-n2nc(C(=O)NCCc3ccc(Cl)cc3)c3c4ccccc4n(C)c3c2=O)cc1 | 103 | 0.4
COc1ccc(-c2onc(C)c2C)cc1S(=O)(=O)NCC1CCN(Cc2ccc(F)cc2)CC1 | 102 | 0.5
CCc1ccc(/C=C2/C(=O)N(c3ccc(C)c(C)c3)C(=S)N2C)s1 | 103 | 0.6
CN(C)C(=O)C(Cc1ccccc1)N1C(=O)C2C3C=CC(C3)C2C1=O (centres undefined) | 106 | 0.9
COCCNC(=O)CCc1c(C)n(C)c2cc(-c3cc(OC)c(OC)c(OC)c3)nn2c1=O | 104 | -0.9
Cn1ccc(N2C(=O)c3ccccc3C2=O)n1 | 100 | -0.4
CCN(CC)C(=O)c1ccc2ccccc2n1 | 102 | 0
Oc1c(Cl)cc(Cl)cc1/C=N/c1ccnn1-c1ccccc1 | 111 | 1.3
COc1ccc(CCNCc2ccc3c(c2)n(C)c(=O)n3C)cc1OC | 102 | -1.1
CCNC(=O)c1ccc2nc(Cc3ccccc3)oc2c1 | 102 | -1.1
CCCC(=O)Nc1cc(C(=O)NCc2ccccc2)ccc1S(=O)(=O)c1ccc(Cl)cc1 | 104 | -0.2
COc1ccc(-c2c3c(=O)n(C)c(=O)n(C)c3c3c(-c4ccccc4)nc4ccccc4n23)cc1 | 109 | 1.1
Cc1cnc(N)c(C)n1 | 103 | 0.6
Cn1c(C(=O)NC2CC2)cc2c(=O)n(C)c3ccccc3c21 | 102 | 0
CCOC(=O)c1[nH]c(C)c(CCC(=O)Nc2cccc(SC)c2)c1C | 101 | -1.5
O=C(CSCc1ccc(F)cc1)N1CCc2c([nH]c3ccccc23)C1c1ccc(F)cc1 (centres undefined) | 107 | 0
Cc1c(C#N)c2nc3ccccc3n2c(=O)/c1=C\Nn1cnnc1 | 101 | 0
COCCn1c(C)cc(C(=O)COC(=O)c2ccccc2Br)c1C | 103 | 0.3

Single records, as listed above:
`Cn1c(C(=O)NC2CC2)cc2c(=O)n(C)c3ccccc3c21` is entered as Polio RdRp inh: 102; Polio RdRp inh FP z-score: 0
`Oc1c(Cl)cc(Cl)cc1/C=N/c1ccnn1-c1ccccc1` is entered as Polio RdRp inh: 111; Polio RdRp inh FP z-score: 1.3

Four entries drawn at random from those above, as already listed:
SMILES | Polio RdRp inh | Polio RdRp inh FP z-score
CCc1ccc(/C=C2/C(=O)N(c3ccc(C)c(C)c3)C(=S)N2C)s1 | 103 | 0.6
Cc1cnc(N)c(C)n1 | 103 | 0.6
Cc1c(C#N)c2nc3ccccc3n2c(=O)/c1=C\Nn1cnnc1 | 101 | 0
CCc1ccc(-n2c(=O)c3cccnc3n2CC(=O)Nc2cc(OC)ccc2OC)cc1 | 114 | 0.5

Following part:
SMILES | Polio RdRp inh | Polio RdRp inh FP z-score
O=C(Cc1cccs1)N1CCN(c2ccccn2)CC1 | 100 | 0
Nc1cnn(-c2ccccc2)c(=O)c1N | 100 | -0.6
N#CCCSc1nccn1Cc1ccccc1 | 103 | 1.2
CCS(=O)(=O)N1CCC2(CC1)OC(=O)C(C)=C2C(=O)NCc1ccc(OC)c(OC)c1 | 104 | -0.6
CCN(CCS(=O)(=O)c1ccc(Cl)cc1)Cc1nc2ccccc2c(=O)[nH]1 | 102 | -0.3
N#CCC(=O)N(c1nccs1)C1CCCCC1 | 98 | -0.7
Cc1cccc(C(=O)NC(C)C(=O)Nc2ccnn2C2CCCC2)c1 (centres undefined) | 104 | 0.3
O=C(Cn1cncn1)N/N=C/c1ccccn1 | 104 | 0.4
O=C(Nc1cccc(F)c1)c1oc2ccccc2c1NC(=O)C12CC3CC(CC(C3)C1)C2 | 100 | -1.4
Cc1nc2nc(SCC(=O)Nc3ccccc3C(F)(F)F)nn2c(C)c1Cc1ccccc1 | 105 | 1.3
NCCc1ccc2c(c1)OCO2 | 110 | 1.1
CC(=O)Nc1ccc(-n2c(CCC(=O)O)ccc2-c2ccc(C)cc2)cc1 | 104 | -0.2
Cc1cc(C)n2c(Nc3ccc4c(c3)OCCO4)c(-c3ccccc3)nc2n1 | 108 | -1
COc1ccc(Nc2ncc(C#N)c(N)n2)c(OC)c1 | 98 | -0.9
Cc1c(Cl)cccc1NC(=S)N(Cc1ccco1)C(C)c1ccccn1 (centres undefined) | 101 | 0.4
Cc1cc(=O)oc2n[nH]c(-c3ccccc3)c12 | 108 | 0.5
Cc1ccc(NC(=O)c2cc3ccccn3n2)cc1F | 110 | 0.7
N#Cc1ccccc1NC(=O)CSc1nnc(N)s1 | 100 | -0.5
Cc1cccc(NC(=S)N(C2CCCCC2)C(C)c2ccco2)c1 (centres undefined) | 100 | -0.2
COc1ccc(CNCc2ccco2)cc1 | 106 | 0.3
Cc1ccc(CNC(=O)c2ccc3c(c2)NC(=O)C(CS(=O)(=O)Cc2cccc(F)c2)N3)cc1 (centres undefined) | 110 | 0.4
O=C(O)CSc1nccc2ccccc12 | 101 | -0.3
COc1ccc(C(=O)Oc2ccc3oc(=O)sc3c2)cc1 | 102 | 0.1
CCn1cc(C(=O)NN)c(=O)c2cc(F)c(NN)cc21 | 104 | 0.4
CC(C)(C)C(=O)CSc1nc2ccsc2c(=O)n1Cc1ccccc1Cl | 94 | -2.6
Cc1nc2ccn(Cc3cccnc3)c(=O)c2cc1C(=O)NCc1ccccc1 | 102 | -0.8
O=C(Sc1ccccn1)N1c2ccccc2Sc2ccccc21 | 102 | 0.1
CCN1CCC(NCc2ccccc2C(F)(F)F)CC1 | 101 | 0.5
Cc1ccc(-c2cc(C(N)=O)on2)cc1 | 100 | -0.2
CCn1c(C(=O)Nc2c(C)cccc2C)cc2sc(Cl)cc21 | 100 | -1.5
O=C(/C=C/c1ccc(Br)o1)Nc1ccc(N2CCOCC2)cc1 | 100 | -0.3
CC(=O)Nc1cc(C(=O)NCc2ccc(F)cc2)ccc1Sc1ccc(C)cc1 | 112 | 0.3
Cc1ccc(F)c2ncc3c(=O)n(-c4ccccc4Cl)[nH]c3c12 | 104 | 0
CCc1ccc(NC(=O)c2cccc3c2C(=O)N(CCOC)C3)cc1 | 103 | 0.5
O=C1CCSc2c1cccc2C(=O)NCCCN1CCOCC1 | 101 | -0.5
Cc1ccc(OCc2nnc(SCC(=O)Nc3ccccc3C(C)C)o2)cc1 | 107 | 0.4
CN(C(=O)CN1CCOCC1)n1cnc2ccsc2c1=O | 105 | 0.9
CC1=CCC2C(=O)N(c3cc(C)on3)C(=O)C2C1 (centres undefined) | 101 | 0.4
Cc1ccc(C)c(NC(=O)c2ccc3c(c2)CCN3S(=O)(=O)c2ccccc2)c1 | 107 | 0.2
c1ccc(-n2nnnc2NCC(c2cccs2)c2c[nH]c3ccccc23)cc1 (centres undefined) | 102 | 0
CCOC(=O)c1sc(NC(C)=O)nc1-c1ccccc1 | 101 | -0.1
O=C1C=C(Nc2ccc(I)cc2)CCC1 | 103 | -0.1
CCCC(=O)NCC(c1ccc2c(c1)OCO2)N1CCN(c2ccc(F)cc2)CC1 (centres undefined) | 100 | -1.6
Cn1c(=O)c2c(nc3oc(C(C)(C)C)cn32)n(C)c1=O | 105 | 0.2
O=C(Cn1ccc2ccccc2c1=O)NCCC(=O)N1CCCC1 | 102 | 0.5
O=C(c1c2c(nc3ccccc13)C(=O)N(C1CCCCC1)C2)N1CCCCCC1 | 100 | -0.3
Cc1ccccc1Nc1nnc(-c2ccc(C(=O)NCCO)cc2)c2ccccc12 | 102 | 0.2
Cc1ccc(NC(=O)NC(NC(=O)Cc2ccccc2)(C(F)(F)F)C(F)(F)F)cc1C | 98 | -0.9
O=C(CSc1c2c(nc3ccc(Cl)cc13)CCCC2)N1CCCCC1 | 100 | -0.8
COc1ccc(NC(=O)c2cc3cc(C)ccc3n2C)cc1 | 103 | -0.9
CCn1c(SCc2cccc3ccccc23)nnc1-c1ccco1 | 105 | 0.5
Cc1ccc(CNC(=O)c2ccc3c(c2)NC(=O)C(CS(=O)(=O)Cc2cccc(C)c2)N3)cc1 (centres undefined) | 180 | 10
Cc1cc(N2C(=O)CS/C2=C(/C#N)C(=O)NC2CCCCC2)ccc1Cl | 105 | 0.4
Cc1cc(-n2c(C)cc(C(=O)CSc3ncnc4ccccc34)c2C)no1 | 99 | -0.5
Fc1ccc(-n2cc(-c3ccccc3)c3c(NCc4ccccc4)ncnc32)cc1 | 104 | 0.9
CCc1ccc(NC(=O)C(C)Nc2ccc3c(c2)OCCO3)cc1 (centres undefined) | 101 | -0.3
O=C1c2ccc(F)cc2C(=O)N1N1CCOCC1 | 96 | -0.7
O=C(NCCOc1nc(N2CCOCC2)nc(N2CCOCC2)n1)Nc1ccccc1 | 103 | 0.7
Cc1cc(C)n(-c2nc3ccccc3nc2N2CCCC2)n1 | 101 | -0.2
COC(=O)C1CN(C(=O)c2ccc(C)cc2)c2ccccc2O1 (centres undefined) | 102 | 0.1

Other records
SMILES | Polio RdRp inh | Polio RdRp inh FP z-score
CCCN(C(=O)c1ccc(S(=O)(=O)N2CCCC2)cc1)C1CCS(=O)(=O)C1 (centres undefined) | 103 | -0.1
COc1ccc(S(=O)(=O)NC(CC(=O)N2CCC3(CC2)OCCO3)c2ccco2)cc1 (centres undefined) | 101 | -0.3
CCN1C(=S)NC2c3cc(C)ccc3OC13CCCC23 (centres undefined) | 100 | -0.9
CCOC(=O)C1=C(N)Oc2n[nH]c(C)c2C1c1cccs1 (centres undefined) | 109 | 0.6
CCOc1ccccc1NC(=O)Cn1c(=O)n(Cc2ccccc2)c(=O)c2c1c1cc(C)ccc1n2C | 103 | -1.1

Compound activity (PubChem)

Only part of the results is shown, so the mix of outcomes need not match the whole.
